# C8 TRAIL sens: sensitizes caspase-8 expressing cells to TRAIL; NB7+C8 cells + TRAIL, ATPlite viability luminescence; inhibition (viability loss, TRAIL sensitization), % at 10 µM; hit rate 1% among 360,000; AID 624354;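 active means compounds causing at least 50% loss of cell viability in the single-dose screen, relative to plate controls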
# CF NFkB inh: cystic fibrosis NF-kB activation inhibition. KKLEB NF-kB-GFP reporter, PAF-induced, GFP fluorescence overnight. inhibition, % at 5 µM. hit rate 0.86% among 360,000. AID 588850;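 active means at least 50% inhibition at 5 µM, scaled per plate between neutral and stimulator controls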;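 further: PAF is a Pseudomonas aeruginosa culture filtrate used as stimulus; plate controls were PAF-stimulated DMSO wells for no effect and unstimulated DMSO wells for full effect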
# EBV LMP1 NFkB: reduces LMP1-driven NF-kappaB luciferase signal; LMP1-induced NF-kappaB luciferase reporter cells, luminescence; inhibition, % at 12.5 µM; hit rate 0.69% among 350,000; in the data active means inhibition above about 41%;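 further: 0% = neutral control wells and 100% = reference inhibitor control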
# Shn3 inh set2: inhibitors of Schnurri-3 3'UTR reporter in osteoblasts; Clone20 osteoblast Shn3 3'UTR firefly luciferase, 24 h; inhibition, % at 12.5 µM; hit rate 0.52% among 360,000; AID 588674;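 active means mean inhibition of at least 75% with every replicate also reaching 75%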;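 further: 0% = median of neutral control wells and 100% = pilot-screen positive control compound; some compounds past the cut are filed as inactive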
# Peg3 promoter: Peg3 promoter activity inhibition | HeLa PEG-Prom luciferase reporter, luminescence, overnight | hit rate 1.7% among 360,000 | inhibition, % at 20 µM;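 active means inhibition of at least 50% at 20 µM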
# KKLEB tox: counter-screen for CF NF-kB inhibitors: cytotoxicity; KKLEB CF airway cells viability, ATPlite luminescence, overnight; active compounds read low; cells stimulated with P. aeruginosa culture filtrate; activity change (cytotoxicity), % at 5 µM; hit rate 0.36% among 360,000; AID 602141;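 active means corrected activity change at or below -50% at 5 µM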
# NR2E3 ag-1: activates human photoreceptor nuclear receptor NR2E3; Q9Y5X4; GST-NR2E3/biotin-RetCOR TR-FRET, 1536-well; inhibition of corepressor binding, % at 4.78 µM; hit rate 0.12% among 320,000; AID 2300;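 active means percent inhibition above the cutoff of mean plus 3 SD of all tested compounds, set per screening campaign, cut at about 20% in these data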;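 further: 0% = DMSO wells and 100% = biotin wells as full block of FRET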
# Target sequence (Q9Y5X4 whole entry, looked up): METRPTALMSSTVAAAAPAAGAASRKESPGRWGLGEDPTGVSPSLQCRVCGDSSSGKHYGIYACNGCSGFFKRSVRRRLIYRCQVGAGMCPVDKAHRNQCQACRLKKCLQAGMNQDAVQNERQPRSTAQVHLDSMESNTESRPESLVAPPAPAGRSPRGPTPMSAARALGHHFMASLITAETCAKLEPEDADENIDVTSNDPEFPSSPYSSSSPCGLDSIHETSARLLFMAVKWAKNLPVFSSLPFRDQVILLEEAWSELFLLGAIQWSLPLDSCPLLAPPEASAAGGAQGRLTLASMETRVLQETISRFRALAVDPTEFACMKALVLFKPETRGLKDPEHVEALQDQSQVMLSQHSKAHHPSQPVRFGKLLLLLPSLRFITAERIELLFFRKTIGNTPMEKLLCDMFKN
#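 Test system – NR2E3–RetCOR corepressor complex · Quantity – NR2E3 fusion 1.35 nM · Buffer or medium – Tris pH 7.5 · Incubation – Compound–protein incubation for 5 h at 4 °C · Technique – TR-FRET, Eu(K)-anti-GST donor, streptavidin-D2 acceptor, ex 340, em 617/671 nm · Evaluation – percent inhibition of 671/617 nm emission ratio versus biotin and DMSO controls · Plate – 1536-well format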
# iPSC survival up: enhancers of human iPSC single-cell survival; hiPSC single-cell survival, ATPlite luminescence; 100% = ROCK inhibitor wells, 0% = DMSO; survival enhancement, % at 20 µM; hit rate 0.044% among 360,000; AID 602274; in the data active means survival enhancement above about 18%;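 further: cells exposed to compounds for 16 hours before the ATP read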
# HIF-2a inh: blocks HIF-2a reporter activity. 786-0 RCC cells HIF-2a reporter, luciferase luminescence, overnight. inhibition, % at 18.8 µM. hit rate 0.72% among 360,000;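 active means inhibition of the luminescence signal of 40% or more relative to plate controls, in a single-dose primary screen at 18.75 µM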
# TRPM1 prom inh: reduces MITF-dependent TRPM1 promoter luciferase signal | inhibition, % at 12.5 µM | SK-MEL-5 TRPM1 promoter luciferase, 24 h | hit rate 0.83% among 330,000;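 active means mean inhibition across replicates of 60% or more, whatever share of single replicates reaches that level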; further: values of inactives mirror those of a sister screen read the other way
# NR2E3 ag-2: human photoreceptor-specific nuclear receptor agonism | Q9Y5X4 | CHO-S Gal4-NCOR/VP16-NR2E3 two-hybrid, luciferase | inhibition of corepressor binding, % at 3.98 µM | hit rate 0.35% among 360,000 | AID 602229;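 active means inhibition above the mean of all tested compounds plus 3 SD, cut at about 70% in these data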;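 further: 0% = DMSO with NR2E3 transfected cells and 100% = cells lacking NR2E3 construct; higher means lower luciferase signal from less NR2E3 corepressor binding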
# The depositor's hits bear a star; · = not tested or not shown. The list is partial; count on the stated rates, not on these rows.
smiles | C8 TRAIL sens | CF NFkB inh | EBV LMP1 NFkB | Shn3 inh set2 | Peg3 promoter | KKLEB tox | NR2E3 ag-1 | iPSC survival up | HIF-2a inh | TRPM1 prom inh | NR2E3 ag-2
C=CCC1c2cccc(C(=O)O)c2C(=O)N1c1cccc(C)c1 (stereo unspecified) | 3 | 11 | -2 | -6 | 20 | -6 | 1 | 0.9 | 6 | -6 | -5
COc1ccccc1NC(=O)CN(Cc1ccco1)C(=O)c1cccs1 | 4 | 2 | -8 | -9 | 27 | 4 | -2 | 0.6 | 20 | 9 | -6
CCN(C(=O)COc1cccc2cccnc12)C1CCS(=O)(=O)C1 (stereo unspecified) | -4 | -10 | -6 | 4 | 9 | 9 | 3 | -1.3 | 11 | -5 | -21
CCC/C(=N/NC(=O)c1ccccc1Cl)c1ccccc1 | -1 | -7 | -12 | -5 | 5 | 4 | 8 | -0.9 | -5 | 7 | -28
CCN(CC)CCn1c(=O)n(-c2ccc(Cl)cc2)c(=O)c2c3c(sc21)CN(C)CC3 | -5 | -2 | -10 | -10 | -33 | -3 | -1 | 0.9 | -9 | -5 | 5
CNc1nc(Cl)nc2ncn(C)c12 | -10 | 18 | 6 | -36 | 6 | -6 | · | 4.1 | 20 | 9 | -11
CCc1ccccc1NC(=O)CSc1nc2c(c(-c3ccco3)c1C#N)CCCC2 | 8 | 3 | -2 | -29 | 19 | 5 | -1 | 2.7 | 16 | 5 | 10
Cc1cccc(NC(=O)CN2CCN(C(=O)c3ccc(-c4nc5ccccc5s4)o3)CC2)c1C | 24 | -8 | -19 | -28 | -164 | 1 | · | 0.3 | -198 | -49 | -22
CCc1ccc(OCCn2cccn2)cc1 | 1 | 2 | 0 | -16 | -54 | -24 | -1 | -1.1 | -70 | -40 | -13
O=C(Cn1c(=O)oc2ccccc21)Nc1ccc(Cl)cc1 | -3 | 10 | -2 | 7 | 8 | -22 | 2 | -0.4 | 10 | -6 | -33
CCc1ccc(C(=O)CCC2CCCCC2=O)cc1 (stereo unspecified) | 2 | -6 | -30 | -54 | -181 | -1 | 0 | 0.0 | -200 | -91 | -102
CC(=O)Nc1ccc(NC(=O)CCCCCn2nnc3ccccc3c2=O)cc1 | -1 | 0 | 0 | 2 | -5 | 4 | · | 0.0 | 11 | -1 | 12
O=C(OCc1ccc(F)cc1)c1ccc2ccccc2n1 | -3 | -29 | 2 | -10 | -73 | 5 | -3 | -0.1 | -27 | -15 | 3
Cn1c(=O)c(=O)n(C)c2cc(N3CCCCC3)c(NS(=O)(=O)c3ccc(Br)cc3)cc21 | 8 | -14 | -4 | -13 | 9 | 5 | -4 | -0.1 | 28 | -5 | -4
COc1ccc(NC(=O)CNc2cc(S(=O)(=O)N3CCOCC3)ccc2NCC2CCCO2)cc1 (stereo unspecified) | -9 | -16 | -3 | -9 | -19 | 3 | 0 | 1.5 | -60 | -21 | 2
CCn1c(=O)c(C(=O)NNS(=O)(=O)c2ccc(C)cc2)c(O)c2ccccc21 | -17 | -3 | 5 | -13 | 10 | -4 | -3 | 0.9 | 26 | 13 | 42

# Some of these compounds in order of SMILES length, rising.
smiles | C8 TRAIL sens | CF NFkB inh | EBV LMP1 NFkB | Shn3 inh set2 | Peg3 promoter | KKLEB tox | NR2E3 ag-1 | iPSC survival up | HIF-2a inh | TRPM1 prom inh | NR2E3 ag-2
CCc1ccc(OCCn2cccn2)cc1 | 1 | 2 | 0 | -16 | -54 | -24 | -1 | -1.1 | -70 | -40 | -13
O=C(OCc1ccc(F)cc1)c1ccc2ccccc2n1 | -3 | -29 | 2 | -10 | -73 | 5 | -3 | -0.1 | -27 | -15 | 3
CC(=O)Nc1ccc(NC(=O)CCCCCn2nnc3ccccc3c2=O)cc1 | -1 | 0 | 0 | 2 | -5 | 4 | · | 0.0 | 11 | -1 | 12
COc1ccc(NC(=O)CNc2cc(S(=O)(=O)N3CCOCC3)ccc2NCC2CCCO2)cc1 (stereo unspecified) | -9 | -16 | -3 | -9 | -19 | 3 | 0 | 1.5 | -60 | -21 | 2
Cn1c(=O)c(=O)n(C)c2cc(N3CCCCC3)c(NS(=O)(=O)c3ccc(Br)cc3)cc21 | 8 | -14 | -4 | -13 | 9 | 5 | -4 | -0.1 | 28 | -5 | -4

# (continued)
smiles | C8 TRAIL sens | CF NFkB inh | EBV LMP1 NFkB | Shn3 inh set2 | Peg3 promoter | KKLEB tox | NR2E3 ag-1 | iPSC survival up | HIF-2a inh | TRPM1 prom inh | NR2E3 ag-2
CCc1cc(=O)oc2cc(OCC(N)=O)c(Cl)cc12 | -9 | -58 | -9 | -3 | -3 | 4 | 0 | -0.7 | 11 | -13 | -15
COc1ccc(-n2sc3ccccc3c2=O)cc1 | -7 | 63* | 8 | 23 | -138 | -11 | · | -3.0 | -65 | · | -40
CC(C)CCN1C(=O)c2ccc(C(=O)OCn3nnc4ccccc4c3=O)cc2C1=O | -7 | 12 | 0 | -4 | -12 | 0 | -2 | 0.1 | 0 | 4 | 23
CCn1cc(/C=C(\NC(=O)c2ccccc2OC)C(=O)N2CCOCC2)c2ccccc21 | -9 | 13 | -11 | 14 | 15 | -6 | · | -0.9 | 14 | · | -10
Cc1cc(=O)oc2cc(NC(=O)COc3cccc(C(F)(F)F)c3)ccc12 | 19 | -12 | 3 | 0 | -34 | 2 | 3 | 1.2 | -17 | -12 | -24
CCOC(=O)Cc1csc(NC(=O)COc2cccc(C)c2)n1 | 4 | 3 | 10 | 10 | 14 | 0 | 5 | -1.4 | 7 | -3 | -15
Cc1ccc2c3c(cccc13)-c1ccccc1C2=O | 19 | -127 | -15 | -32 | -176 | 14 | 0 | 0.8 | -206 | -20 | -26
COc1ccccc1C1CC(=O)Oc2c(C(C)C)ccc(C)c21 (stereo unspecified) | -1 | -6 | 0 | -1 | 8 | 22 | · | 2.8 | 18 | 8 | -11
COc1ccc(C2(O)CCN(Cc3nnnn3Cc3ccc(F)cc3)CC2)cc1 | 12 | 4 | -2 | 4 | -1 | -2 | 1 | 1.0 | 10 | -1 | 5
COc1ccc(C(CC(=O)O)NC(=O)Cc2ccccc2)cc1OC (stereo unspecified) | 20 | 1 | -4 | -3 | 6 | 2 | 1 | -1.5 | 10 | -21 | 24
COc1ccccc1CNC(=O)CSc1ccc(-c2ccccn2)nn1 | 8 | 3 | -11 | -6 | -2 | 6 | -5 | -0.6 | -8 | -4 | -10
Cc1ccc(C(=O)CCC(=O)OCC(=O)Nc2ccccc2SCC#N)cc1 | -4 | -14 | 0 | -25 | 12 | 0 | 3 | 0.0 | 2 | 12 | -6
CC1CN(C2CCN(S(=O)(=O)c3ccccc3)CC2)CC(C)O1 (stereo unspecified) | -6 | 14 | -2 | 19 | 14 | 1 | 2 | 4.4 | -3 | 7 | -10
CCc1cc(=O)oc2c(C)c(OCC(=O)NC3CC(C)(C)NC(C)(C)C3)ccc12 | -1 | -18 | -5 | -10 | -27 | -3 | 2 | -0.3 | 8 | -36 | 0
Cc1ccc(C(=O)Nc2nc3ccccc3n3nnnc23)cc1 | 11 | 0 | -12 | -31 | -78 | 6 | 2 | -1.8 | -86 | -6 | -24
COc1ccc(C(=O)NCc2cccnc2)cc1C(=O)NCc1cccnc1 | 3 | -6 | 30 | -17 | -8 | -25 | 1 | -2.4 | 7 | 1 | -27

# Of the compounds above, 2 have a cyano group:
smiles | C8 TRAIL sens | CF NFkB inh | EBV LMP1 NFkB | Shn3 inh set2 | Peg3 promoter | KKLEB tox | NR2E3 ag-1 | iPSC survival up | HIF-2a inh | TRPM1 prom inh | NR2E3 ag-2
CCc1ccccc1NC(=O)CSc1nc2c(c(-c3ccco3)c1C#N)CCCC2 | 8 | 3 | -2 | -29 | 19 | 5 | -1 | 2.7 | 16 | 5 | 10
Cc1ccc(C(=O)CCC(=O)OCC(=O)Nc2ccccc2SCC#N)cc1 | -4 | -14 | 0 | -25 | 12 | 0 | 3 | 0.0 | 2 | 12 | -6

# Following part.
smiles | C8 TRAIL sens | CF NFkB inh | EBV LMP1 NFkB | Shn3 inh set2 | Peg3 promoter | KKLEB tox | NR2E3 ag-1 | iPSC survival up | HIF-2a inh | TRPM1 prom inh | NR2E3 ag-2
CCOc1ccc(N2CC(C(=O)NCCc3c[nH]c4ccc(OC)cc34)CC2=O)cc1 (stereo unspecified) | 6 | -11 | -11 | 9 | 2 | 7 | 1 | -0.4 | 7 | -7 | -9
Cc1ccc(-c2nn(-c3ccccc3)cc2/C=N/NC(=O)c2ccc(Br)o2)cc1 | 15 | -14 | -7 | 25 | -122 | 9 | 1 | -2.1 | -95 | -52 | -59
CC(C)N1CCC(N2CCN(Cc3ccc(C#CC(C)(C)O)s3)CC2CCO)CC1 (stereo unspecified) | 6 | -27 | 8 | -2 | -4 | -1 | 1 | -1.6 | 14 | 1 | -20
CC(=O)c1ccc(-c2ccc(C(=O)NCC(c3ccc(F)cc3)N3CCOCC3)o2)cc1 (stereo unspecified) | -18 | -13 | -9 | -6 | -38 | 0 | 2 | -0.4 | -35 | -11 | -5
CCCCC(c1nnnn1CCOC)N1CCN(C(=O)c2ccco2)CC1 (stereo unspecified) | -22 | -4 | 5 | 11 | 6 | -1 | · | 3.9 | -1 | 3 | 15
COc1ccccc1N(C)S(=O)(=O)c1ccc(C(=O)OCC(=O)Nc2cc(C)on2)cc1 | -12 | -2 | 0 | 2 | 5 | -3 | -1 | -0.1 | 13 | 6 | -13
CC(C)c1cc(C(=O)NCc2cccnc2)no1 | -4 | 0 | -11 | -3 | -3 | -5 | -2 | 6.6 | -19 | 8 | -22
Cc1ccc(Oc2ncccc2CO)cc1 | -3 | -1 | 2 | 7 | -12 | 8 | 3 | -1.5 | 6 | -4 | 10
COCCNC(=O)Cn1c(=O)n(CCC(=O)NCCc2ccccc2)c(=O)c2ccccc21 | 8 | 2 | -4 | 8 | 6 | 7 | -4 | 7.7 | 17 | 5 | -8
CC1(O)CC(=O)N(c2ccccc2)O1 (stereo unspecified) | -8 | 4 | -3 | 3 | 5 | -4 | 3 | -0.1 | 0 | 4 | 5
CCC(=O)N(CCCN(C)C)c1nc(-c2cc(OC)ccc2OC)cs1 | 1 | 6 | -5 | 10 | -8 | -10 | 1 | -0.9 | 15 | 9 | 15
COc1cc(C(=O)Nc2nc(-c3cccs3)cs2)cc(OC)c1OC | 19 | -38 | 14 | 23 | -1 | 0 | 4 | 0.7 | -223 | 1 | 13

# Screens as filed in PubChem.
